V1R ag counter – counter-screen for oxytocin receptor agonists: human V1a receptor agonists. activation, % at 3 µM. P37288. 0.25% of 320,000 active. CHO-V1R cells, Fluo-8 calcium fluorescence, agonist mode; 0% DMSO, 100% 3 nM vasopressin. AID 2797;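 active means activation above the mean activation of all tested compounds plus 3 SD, per screening run, cut at about 20% in these data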;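 further: signal is peak over basal fluorescence ratio across a 100 second FLIPR read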
Target sequence (P37288 whole entry, looked up): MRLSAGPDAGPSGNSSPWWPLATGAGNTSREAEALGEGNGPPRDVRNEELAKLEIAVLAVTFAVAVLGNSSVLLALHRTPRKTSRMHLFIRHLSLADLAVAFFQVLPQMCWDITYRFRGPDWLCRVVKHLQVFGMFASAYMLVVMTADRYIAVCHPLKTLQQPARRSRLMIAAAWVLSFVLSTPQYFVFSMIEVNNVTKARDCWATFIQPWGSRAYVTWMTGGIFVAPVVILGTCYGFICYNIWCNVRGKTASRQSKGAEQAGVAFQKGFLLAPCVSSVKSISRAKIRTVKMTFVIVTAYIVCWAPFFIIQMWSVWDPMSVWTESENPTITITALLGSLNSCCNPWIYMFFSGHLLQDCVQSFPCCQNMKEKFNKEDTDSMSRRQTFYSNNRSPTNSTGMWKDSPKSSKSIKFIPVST
TAAR1 antag – antagonists of human TAAR1; Q96RJ0; CHO RD-HGA16 TAAR1, Fluo-8 calcium fluorescence, antagonist; inhibition, % at 3 µM; 1.5% of 360,000 active;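 active means inhibition above a per-plate cutoff, the mean inhibition of test compounds on that plate plus 3 SD, cut at about 49% in these data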;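 further: 0% = DMSO plus EC80 beta-PEA response and 100% = DMSO alone without agonist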
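Assay system: RD-HGA16 CHO cells with stable hTAAR1 and Gα16 / Reagent: EC80 β-phenethylamine stimulus / Doses: 3 µM, single point / Timing: dye loading 75 min at 37 °C, then 30 min room temperature / Measured by: Fluo-8 intracellular calcium dye fluorescence, real-time kinetic reads / Controls: vehicle wells and EC80 agonist wells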
CHO parental Ca – signal in parental CHO cells, OX1R antagonist counter-screen. parental CHO-K1, ATP-induced calcium, Fluo-8 fluorescence. inhibition, % at 5.6 µM. 0.63% of 330,000 active;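 active means inhibition above that plate's mean sample inhibition plus 3 SD, cut at about 26% in these data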;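 further: 0% = ATP-challenged DMSO wells and 100% = DMSO wells without ATP; some compounds past the cut are filed as inactive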
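Assay system – parental CHO cells · Reagent – ATP stimulus · Detection – intracellular calcium via Fluo-8 no-wash fluorescent dye · Evaluation – percent inhibition of ATP-evoked calcium rise, normalized to controls · Controls – ATP wells versus no-ATP DMSO wells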
M1 ag – activates human CHRM1 receptor. P11229. CHO-K1 hM1, Fluo-8 calcium fluorescence, agonist mode; 0% DMSO, 100% acetylcholine EC100. activation, % at 3 µM. 0.33% of 360,000 active. AID 588814;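 active means activation above the run's mean compound activation plus 3 SD, cut at about 16% in these data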;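 further: peak over basal fluorescence ratio within a 140 s kinetic read after compound addition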
M1 antag – human CHRM1 antagonism; P11229; CHO-K1 hM1, Fluo-8 calcium fluorescence, ACh EC80 antagonist; inhibition, % at 3 µM; 1.3% of 360,000 active; AID 588852;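 active means percent inhibition above its own plate's cutoff, namely the mean of that plate's compound wells plus 3 SD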;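 further: peak over basal fluorescence ratio during 140 s after agonist addition; 0% = ACh EC80 plus DMSO and 100% = DMSO alone without agonist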
TAAR1 agonist – human TAAR1 agonism; CHO RD-HGA16 TAAR1, Fluo-8 calcium fluorescence; vehicle wells 0%, saturating PEA agonist 100%; 0.99% of 360,000 active; AID 624467; Q96RJ0; activation, % at 3 µM;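 active means activation above the mean activation of all test compounds in the run plus 3 SD, cut at about 38% in these data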
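test system = CHO RD-HGA16 cells carrying human TAAR1 plus Gα16 | schedule = 17-24 h seeding, 75 min 37 °C dye, 30 min RT | compound dosing = 3 µM single concentration | control set = DMSO and PEA EC100 | replicates = n 1 | signal = Fluo-8 fluorescence, 5 s baseline then 140 s kinetic read | measure = percent activation vs PEA EC100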
OXTR potentiate – potentiates the human oxytocin receptor response; P30559; activation, % at 3 µM; CHO-OTR cells, Fluo-8 calcium fluorescence, potentiator mode; 0% = oxytocin EC15, 100% = EC100; 0.061% of 320,000 active;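 active means activation above that plate's cutoff, the mean activation of tested compounds plus 3 SD, cut at about 6.6% in these data, passing the limit was not always enough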;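 further: 100% uses oxytocin at 75 nM as the full agonist control; some results filed as inactive read as strong as hits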
Target sequence (P30559 whole entry, looked up): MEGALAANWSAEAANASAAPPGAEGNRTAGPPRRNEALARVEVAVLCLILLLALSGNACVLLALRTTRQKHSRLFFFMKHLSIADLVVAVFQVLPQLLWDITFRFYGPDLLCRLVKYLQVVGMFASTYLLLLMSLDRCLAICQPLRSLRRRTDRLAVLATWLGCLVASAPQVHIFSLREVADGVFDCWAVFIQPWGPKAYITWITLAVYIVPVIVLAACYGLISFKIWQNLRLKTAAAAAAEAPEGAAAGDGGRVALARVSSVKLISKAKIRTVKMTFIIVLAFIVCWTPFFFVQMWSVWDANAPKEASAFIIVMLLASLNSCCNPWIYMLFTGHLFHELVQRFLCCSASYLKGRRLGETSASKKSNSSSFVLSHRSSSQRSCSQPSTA
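System: human OTR in CHO cells; Also added: sub-maximal oxytocin, roughly EC15; Timing: compound 6 min at room temperature before oxytocin, 100 s read; Technique: Fluo-8 intracellular calcium fluorescence, ex 470-495, em 515-575 nm; Controls: oxytocin EC15 low and EC100 high; Replication: singlicate.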
CHRM1 PAM – human CHRM1 positive allosteric modulation | P11229 | CHO-K1 hM1, Fluo-8 calcium fluorescence, ACh EC20; 0% = ACh EC20, 100% = maximal ACh | 0.088% of 360,000 active | activation, % at 3 µM; in the data active means activation above about 19%, passing the limit was not always enough
OXTR ag – activates the human oxytocin receptor; 0.32% of 320,000 active; CHO-OTR cells, Fluo-8 calcium fluorescence; normalized: DMSO 0%, oxytocin 100%; activation, % at 3 µM; AID 2435;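 active means activation above the mean of all tested compounds plus 3 SD, cutoff set per screening run, cut at about 20% in these data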;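 further: peak over basal fluorescence ratio from a 100 s FLIPR kinetic read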
The depositor's hits bear a star; nt = not tested or not shown.

Below each compound – CHO parental Ca	OXTR potentiate	CHRM1 PAM	TAAR1 antag	OXTR ag	M1 antag	TAAR1 agonist	M1 ag	V1R ag counter
CCC(C)NC(=O)CSc1ccc(Cl)cc1 (configuration not stated)
    -8	-3	6	-5	-0.3	-11	7	-3	-0.5
CC(=O)c1ccc(OCc2cc(C(=O)N3CCN(C4CCCC4)C(=O)C3)no2)cc1
    -14	-12	1	-13	0.7	-11	3	-2	2.8
COCCN(Cc1ccco1)C(=O)Cn1ncc2c(=O)oc3ccccc3c21
    0	-2	1	-21	0.3	-3	-1	-3	0.1
Cc1ccc(C(=O)CSc2nc3cccnc3n2C)cc1
    -14	-15	-4	10	2.6	3	13	-2	2.7
CCCc1cc(C(=O)N(C2CCCCC2)C2CCCCC2)no1
    -2	-1	-5	-6	-1.6	-1	11	-10	-1.4
OCc1n[nH]c(CO)n1
    -7	0	7	7	0.6	-19	9	-2	0.4
COc1ccccc1CNC(=O)C(CCSC)NC(=O)C1CCC(C)CC1 (configuration not stated)
    -34	-22	4	-1	-2.8	2	12	-4	-1.6
Cn1c(SCC(=O)N/N=C/C=C\c2ccccc2[N+](=O)[O-])nc2ccccc21
    -16	-2	-3	22	-1.4	-7	6	-9	-0.5
Cc1c(C2(O)CCCCC2)[nH]c2ccc(C#N)cc12
    -4	-8	-4	14	3.1	2	17	-8	5.6
O=C(NCCc1nc2ccccc2[nH]1)Nc1ccccc1
    5	-4	-3	4	-0.4	10	4	-4	-0.5

Other compounds
Below each compound – CHO parental Ca	OXTR potentiate	CHRM1 PAM	TAAR1 antag	OXTR ag	M1 antag	TAAR1 agonist	M1 ag	V1R ag counter
CCN(CC)CCN(Cc1cc2cc3c(cc2[nH]c1=O)OCO3)C(=S)NCc1ccco1
    -24	1	6	4	-0.1	-6	0	-6	1.6
O=C(CNC(=O)c1cccc(-n2cnnn2)c1)Nc1ccc(F)c(F)c1
    5	-7	4	5	-0.4	-5	1	-2	0.2
COc1cc(C(=O)NC(=S)NNC(=O)c2ccc3c(c2)OCO3)cc(OC)c1OC
    -12	-12	-2	-12	8.0	-4	52*	17*	8.2
CC(C)(C)OC(=O)C[C@H]1C/C=C\C[C@@H](CC(=O)N(CCO)Cc2ccccc2)C(=O)N2CCC[C@H]2COC1=O
    -18	-3	4	-5	-1.1	-8	10	-2	0.8
COc1ccc(OC)c(/C=N\NC(=O)c2ccc(-c3ccccc3)cc2)c1
    nt	nt	4	42	nt	-2	4	-3	nt
C#CCOCCOCCOCCNc1nc(N2CCN(C(=O)[C@H](Cc3ccc(O)cc3)n3cc([C@@H](N)C(C)CC)nn3)CC2)nc(N2CCN(C(=O)[C@H](Cc3cc4ccccc4[nH]3)n3cc([C@@H](N)C(C)CC)nn3)CC2)n1 (some centres not stated)
    1	-3	7	nt	0.0	-6	nt	-9	0.3
CCCCC1(Br)C(=O)N(c2ccccc2)N(c2ccccc2)C1=O
    -19	0	18	0	-1.8	-5	0	2	-1.0
Cc1ccc(NC(=O)C2CCN(S(=O)(=O)c3c(C)n[nH]c3C)CC2)nc1
    1	-2	2	4	-0.6	1	2	-4	1.3
S=c1[nH]c(-c2cccs2)cn1-c1ccccc1
    -16	-3	14	-2	-0.2	-7	-3	-4	0.1
CC(C)CNC(=O)CCCc1ccccc1
    -5	-11	11	4	-1.1	-50	9	1	-0.8

Rewritten field by field: two of the compounds above.
C#CCOCCOCCOCCNc1nc(N2CCN(C(=O)[C@H](Cc3ccc(O)cc3)n3cc([C@@H](N)C(C)CC)nn3)CC2)nc(N2CCN(C(=O)[C@H](Cc3cc4ccccc4[nH]3)n3cc([C@@H](N)C(C)CC)nn3)CC2)n1 (some centres not stated)
  CHO parental Ca = 1; OXTR potentiate = -3; CHRM1 PAM = 7; TAAR1 antag = nt; OXTR ag = 0.0; M1 antag = -6; TAAR1 agonist = nt; M1 ag = -9; V1R ag counter = 0.3

CCCCC1(Br)C(=O)N(c2ccccc2)N(c2ccccc2)C1=O
  CHO parental Ca = -19; OXTR potentiate = 0; CHRM1 PAM = 18; TAAR1 antag = 0; OXTR ag = -1.8; M1 antag = -5; TAAR1 agonist = 0; M1 ag = 2; V1R ag counter = -1.0

Other entries.
Below each compound – CHO parental Ca	OXTR potentiate	CHRM1 PAM	TAAR1 antag	OXTR ag	M1 antag	TAAR1 agonist	M1 ag	V1R ag counter
O=C(NC1=NCCS1)C12CC3CC(C1)CC(C(=O)NC1=NCCS1)(C3)C2
    3	-4	-9	40	3.1	25	15	0	2.1
COCCn1c(N)c(N(Cc2ccccc2)C(=O)C(C)Oc2ccc(Br)cc2)c(=O)[nH]c1=O (configuration not stated)
    nt	nt	5	2	nt	-17	-1	1	nt
CCOC(=O)c1[nH]c2ccc(C)cc2c1N=C(C)N(C)C
    -2	-11	-17	23	2.8	33*	9	-5	2.1
Cc1cc(C)c(OCC(=O)N/N=C/c2ccco2)c(C)c1
    -15	-8	7	9	-1.9	-13	0	-1	0.9
C[C@@H]1CN([C@@H](C)CO)C(=O)CCCn2nncc2CO[C@H]1CN(C)Cc1ccc2c(c1)OCO2
    nt	nt	4	1	nt	-13	2	-8	nt
Cc1cc2nc(-c3ccc(SCc4ccc(C#N)cc4)nc3)[nH]c2cc1C
    5	-8	-7	36	-0.9	9	5	-6	2.9
Cc1noc(C)c1S(=O)(=O)N1CCCC(C(=O)N2CCN(C3CCCCC3)CC2)C1 (configuration not stated)
    -17	6	4	-9	0.5	-14	-1	-11	-0.2
COC(=O)c1cc(Br)c(=O)n(Cc2ccco2)c1
    0	3	3	-12	0.3	-1	1	1	0.4
CN(C)C(=O)COc1ccc2ccc(=O)oc2c1
    -1	-3	8	-10	1.3	-9	3	-2	0.6
CCCCCN1C=CC(=C2C(=O)c3ccccc3C2=O)C=C1
    -16	-2	8	-8	0.2	-12	4	-7	0.7

5 entries out of the list, ordered by molecular weight, falling.
Below each compound – CHO parental Ca	OXTR potentiate	CHRM1 PAM	TAAR1 antag	OXTR ag	M1 antag	TAAR1 agonist	M1 ag	V1R ag counter
COCCn1c(N)c(N(Cc2ccccc2)C(=O)C(C)Oc2ccc(Br)cc2)c(=O)[nH]c1=O (configuration not stated)
    nt	nt	5	2	nt	-17	-1	1	nt
C[C@@H]1CN([C@@H](C)CO)C(=O)CCCn2nncc2CO[C@H]1CN(C)Cc1ccc2c(c1)OCO2
    nt	nt	4	1	nt	-13	2	-8	nt
COC(=O)c1cc(Br)c(=O)n(Cc2ccco2)c1
    0	3	3	-12	0.3	-1	1	1	0.4
CCOC(=O)c1[nH]c2ccc(C)cc2c1N=C(C)N(C)C
    -2	-11	-17	23	2.8	33*	9	-5	2.1
CN(C)C(=O)COc1ccc2ccc(=O)oc2c1
    -1	-3	8	-10	1.3	-9	3	-2	0.6

(listing goes on)
Below each compound – CHO parental Ca	OXTR potentiate	CHRM1 PAM	TAAR1 antag	OXTR ag	M1 antag	TAAR1 agonist	M1 ag	V1R ag counter
CC(NC(=O)C(=O)N/N=C\c1cccc([N+](=O)[O-])c1)c1ccccc1 (configuration not stated)
    -16	-5	12	-2	-2.0	-17	8	-4	-1.0
COc1ccc(OC)c(-c2cc(C(=O)Nc3sc4c(c3C#N)CCC(C)C4)c3ccccc3n2)c1 (configuration not stated)
    -11	-3	15	2	0.4	-13	2	-2	-0.3
CCn1ncc(CN2CCCC(C(=O)c3cccc(OC(C)C)c3)C2)c1C (configuration not stated)
    -18	1	-26	-1	0.1	98*	2	-9	1.8
O=C(CSc1nc(-c2ccc(F)cc2)nc2c1Cc1ccccc1O2)Nc1ccc(C(=O)O)cc1
    nt	nt	8	23	nt	-11	1	1	nt
CCC(=O)Nc1ccc2nc3c(=O)[nH]c(=S)[nH]c3nc2c1
    -1	-1	11	0	0.3	-14	3	-5	1.5
CC1=C(C(=O)OCC2CCCO2)C(c2ccc(C)cc2)C2=C(CC(C)(C)CC2=O)N1 (configuration not stated)
    -22	-2	5	-10	-0.9	-4	0	-5	-0.5
Cc1cccc(NC(=O)CCC(=O)N/N=C/c2ccncc2)c1
    -7	0	3	-8	-0.6	-5	4	-4	0.3
Cn1c(SCc2c(F)cccc2Cl)nc2ccccc2c1=O
    -17	-6	5	-2	-0.3	-12	1	-3	1.3
COC(=O)[C@@H](NC(=O)NCc1cccc(OC)c1)C(C)C
    -16	2	-4	-4	-1.8	10	6	-3	-0.7
Cc1ccc(/C=C/C(=O)N2CCN(c3cccc(C(F)(F)F)c3)CC2)cc1
    -11	1	-9	5	-1.5	10	0	-2	-1.0

(continued)
Below each compound – CHO parental Ca	OXTR potentiate	CHRM1 PAM	TAAR1 antag	OXTR ag	M1 antag	TAAR1 agonist	M1 ag	V1R ag counter
CCCCc1c(C)nc2cc(-c3ccco3)[nH]n2c1=O
    11	-13	1	-12	-2.6	6	-1	-4	-1.7
O=S(=O)(c1ccc(F)cc1)N1CCN=C1SCc1cccc(F)c1
    -11	-13	-6	-17	-1.0	3	2	-5	2.2
OCCC1CN(Cc2ccc(F)cc2)CCN1CCc1ccccc1 (configuration not stated)
    -25	-19	4	18	0.7	-6	1	-8	0.3
Cc1ccc2cccc(OCc3ccc(Br)cc3)c2n1
    -19	-13	-3	-7	-2.3	-8	15	-6	-1.2
Cn1cc(S(=O)(=O)CC(=O)N2CCCc3ccccc32)c2ccccc21
    -7	-6	-3	-17	0.7	-3	3	-3	0.6
CSc1ccc(-c2nnn(Cc3ccccn3)n2)cc1
    -16	-7	5	1	2.5	-30	9	-4	1.0
COc1ccc(CCN(C)C(=O)CCNC(=O)c2ccc(Br)cc2)cc1OC
    -27	7	18	-24	-0.8	-19	-1	-1	1.9
O=C(Nc1ccc2ccccc2c1)c1ccccc1O
    9	-10	-5	23	8.9	4	2	-1	7.1
CCOc1cccc(-c2cc(C(=O)N/N=C/c3ccc(OC)c(CN4CCOCC4)c3)c3ccccc3n2)c1
    -8	-2	-5	28	-1.4	8	6	-10	1.4
